# HEK cytotox: Cytotoxic Profiling in HEK 293 Cell Line of Diverse Libraries Using Quantitative High-Throughput Screening. HEK 293 viability, ATP luminescence (CellTiter-Glo), 48-72 h. Potency, µM (titrated, usually from 115 µM), for inactives: at the highest dose activity change, negative = cytotoxicity, most hits filed as inhibitors. hit rate 6.6% among 94,000. AID 1345083, 2018; note: potency is the fitted concentration of half-maximal effect; nearly all actives have a fitted effect of over 60% in size
#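 Luminescence from cellular ATP, measured with CellTiter-Glo, indicates HEK 293 viability. Cells plated at 250 cells/well are treated with compound for 48 or 72 hr at 37 degree Celsius before reagent addition.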
# Luciferase inh: Firefly luciferase inhibition profiling of diverse chemical library using quantitative high-throughput screening; purified P. pyralis luciferase, luminescence, biochemical; hit rate 2.5% among 76,000; AID 1347043, 2019; Luciferin 4-monooxygenase (Photinus pyralis), P08659; Potency, µM (highest dose often 115 µM), for the others: at the top dose activity change, negative = inhibition, usual class: inhibitors; note: potency is the fitted concentration of half-maximal effect; nearly all actives have a fitted effect of over 65% in size
# Target sequence (P08659 whole entry, looked up): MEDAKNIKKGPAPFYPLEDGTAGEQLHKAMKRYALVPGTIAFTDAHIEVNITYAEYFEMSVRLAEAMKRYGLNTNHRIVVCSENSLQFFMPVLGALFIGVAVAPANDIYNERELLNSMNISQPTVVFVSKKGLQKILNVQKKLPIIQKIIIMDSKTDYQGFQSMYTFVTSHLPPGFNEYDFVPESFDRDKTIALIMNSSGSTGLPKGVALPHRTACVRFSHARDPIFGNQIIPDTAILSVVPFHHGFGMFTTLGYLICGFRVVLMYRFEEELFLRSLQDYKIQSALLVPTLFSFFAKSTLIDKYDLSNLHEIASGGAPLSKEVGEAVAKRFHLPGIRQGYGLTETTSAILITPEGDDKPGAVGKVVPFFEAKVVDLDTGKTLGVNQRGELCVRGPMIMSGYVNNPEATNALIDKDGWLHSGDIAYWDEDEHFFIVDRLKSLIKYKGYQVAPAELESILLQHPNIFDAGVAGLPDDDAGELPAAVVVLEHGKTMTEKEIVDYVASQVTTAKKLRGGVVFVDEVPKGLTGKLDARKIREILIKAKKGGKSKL
#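 Biochemical qHTS: compound (6-point titration) added to 10uM D-luciferin plus 10uM ATP in Tris acetate pH 7.5 buffer with Mg, Tween-20 and BSA, then purified enzyme at 10nM; light output imaged.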
# GPT2 inhibitor: Primary qHTS assay for inhibitors of Glutamate pyruvate transaminase 2 (GPT2); Alanine aminotransferase 2 (Homo sapiens), Q8TD30; hit rate 0.25% among 100,000; AID 1671188, 2021; Potency, µM (doses to about 57.7 µM), inactives show at the top dose activity change, negative = inhibition, actives largely listed as inhibitors; Recombinant GPT2, coupled pyruvate oxidase/HRP Amplex Red fluorescence; note: potency is the fitted concentration of half-maximal effect; nearly all actives have a fitted effect of over 60% in size; many of its hits are not listed in these tables
#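 Recombinant GPT2 (10ng/uL) with 250uM a-KG and 2mM L-alanine, 30 min at room temperature, in HEPES pH 7.5 buffer. Pyruvate detected by pyruvate oxidase/HRP/Amplex Red fluorescence after 30 min in the dark; AOA (50uM) as positive control.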
# SNCA expr inhib: Primary qHTS assay for inhibitors of alpha-synuclein gene (SNCA) expression; Potency, µM (series often up to 57.2 µM), inactives show at the top dose activity change, negative = inhibition, hits mostly inhibitors; AID 1671194, 2021; hit rate 0.17% among 140,000; HEK-293 SNCA-luciferase knock-in, luminescence, 24 h;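 note: potency is the fitted concentration of half-maximal effect; plate controls were DMSO cells for no effect and cell-free wells for full effect; nearly all actives have a fitted effect of over 45% in size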
# HEK293 viab: GF-AFC viability counterscreen for inhibitors of alpha-synuclein gene (SNCA) expression; Potency, µM (series often up to 57.1 µM), for inactives: top-dose activity change, negative = cytotoxicity, most hits filed as cytotoxic; HEK-293-SNCA-luc viability, GF-AFC fluorescence, 24 h; hit rate 0.12% among 150,000;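 note: potency is the fitted concentration of half-maximal effect; 0% = DMSO-treated cells and -100% = medium-only wells without cells; nearly all actives have a fitted effect of over 30% in size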
#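 HEK-293-SNCA-luc cells (1500/well) plated 24 h, then exposed 24 h to a dilution series; GF-AFC added 30 min at 37C, fluorescence 405/540 nm; normalised to medium-only and DMSO wells, Hill fit.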
# 3T3 cytotox: Cytotoxic Profiling in NIH 3T3 Cell Line of Diverse Libraries Using Quantitative High-Throughput Screening | NIH 3T3 viability, CellTiter-Glo ATP luminescence, 48-72 h | Potency, µM (series often up to 96.7 µM), inactives show at the highest dose activity change, negative = cytotoxicity, actives largely listed as inhibitors | hit rate 4.3% among 94,000; note: potency is the fitted concentration of half-maximal effect; nearly all actives have a fitted effect of over 55% in size
#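 Cells were seeded at 400 per well, treated with pin-transferred compound, and kept 48 or 72 hr at 37 °C before CellTiter-Glo addition and luminescence imaging of cellular ATP.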
# IP6K1 inhibitor: Primary qHTS assay for small molecule inhibitors of Inositol hexaphosphate kinase 1 (IP6K1) | activity change, % (series mostly up to about 58 µM) | AID 1645851, 2021 | IP6K1 kinase, ADP-Glo luminescence, 2 h; hits give low values | Inositol hexakisphosphate kinase 1 (Homo sapiens), Q92551 | hit rate 0.81% among 140,000; in the data active = activity change below about -25%
# Target sequence (Q92551 whole entry, looked up): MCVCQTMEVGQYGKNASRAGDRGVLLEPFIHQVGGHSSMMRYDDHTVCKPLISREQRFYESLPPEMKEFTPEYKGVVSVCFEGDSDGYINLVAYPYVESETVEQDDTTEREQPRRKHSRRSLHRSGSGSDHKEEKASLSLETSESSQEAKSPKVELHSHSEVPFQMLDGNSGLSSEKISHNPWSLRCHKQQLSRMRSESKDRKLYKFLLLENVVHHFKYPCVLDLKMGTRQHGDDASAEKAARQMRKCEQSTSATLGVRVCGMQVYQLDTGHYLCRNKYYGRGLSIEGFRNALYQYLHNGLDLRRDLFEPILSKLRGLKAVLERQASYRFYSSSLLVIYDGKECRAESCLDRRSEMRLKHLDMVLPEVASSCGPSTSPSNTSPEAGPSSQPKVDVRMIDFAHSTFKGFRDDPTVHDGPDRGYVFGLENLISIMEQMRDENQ
#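 ADP-Glo luminescence measures ADP made by human IP6K1 during a 2 h RT reaction with ATP/IP6 (mix at 1.3 mM/130 uM); top library doses 57.5 and 19.1 uM final.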
# Starred values were filed as active, the others as inactive; i = inactive; ? = inconclusive; / = no result given; [ ] = dose if it differs, or a comment. Unless noted, calls come from the whole dose curve; as a rule, active = well fitted curve in the direction sought with a large enough effect; inconclusive = small, poorly fitted or top-dose-only effect, or another doubt; inactive = no such curve, though single readings can be large; an effect the other way counts as inactive or inconclusive. Unless noted, % is set by controls: 0 for no effect and ±100 for the full control effect.
SMILES | 3T3 cytotox | HEK293 viab | IP6K1 inhibitor | SNCA expr inhib | GPT2 inhibitor | Luciferase inh | HEK cytotox
CCOc1ccccc1CN1CCCC2(Cc3ccccc3CNC2=O)C1 (centres undefined) | -29% | -5% | -1 | -2% | -17% | / | ?
O=C(Nc1ccc(Cl)cc1)[C@@H]1COCC(=O)N1Cc1ccc(F)cc1 | ? | 3% | 3 | -1% | 2% | -9% | -21%
CCC1(O)CCC12CCN(C(=O)C1CC1)CC2 (centres undefined) | -10% | 2% | -8 | 18% | i | -2% | 4%
CN(C(=O)c1cc(C2CC2)[nH]n1)C1CCc2nn(CC3CC3)c(=O)n2CC1 (centres undefined) | 0% | ? | -10 | 43% | -9% | 4% | -6%
COc1ccc(-c2nc(CSc3nncn4c3cc3occc34)c(C)o2)cc1 | / | -31% | 14 | 2% | / | / | /
COc1ccc(C(=O)c2cn(Cc3cccc(C)c3)c3cc4c(cc3c2=O)OCO4)cc1 | / | ? | -12 | 6% | / | / | /
COc1cccc(S(=O)(=O)N2CCCCCNC(=O)CC2c2ccccc2)c1 (centres undefined) | -27% | -26% | 17 | -9% | -21% | -2% | ?
Fc1ccccc1-c1ncc[nH]1 | 1%[230 µM] | -15%[87.6 µM] | -11 | -19%[87.6 µM] | -2%[88.5 µM] | / | i
Cc1ccccc1NC(=O)N1CCc2c(sc3c2CCCC3)C1c1ccccc1 (centres undefined) | / | -6% | 1 | -20% | / | / | /
CNC(=O)c1cc(C2CC2)nc2onc(C3CCN(C(=O)C4CCCC4)CC3)c12 | -17% | / | -2 | / | / | / | 3%
CC[C@H]1CN(C(=O)c2ccc(F)cc2)CC[C@H]1CC(=O)NCCOC | -8%[174 µM] | 4%[87.6 µM] | -4 | 2%[87.6 µM] | -28%[88.5 µM] | 1%[172 µM] | -14%[172 µM]
CCNC(=O)N1CCC(Cc2ccc(C(=O)N3CCN(c4ccccc4)CC3)cc2)CC1 | ? | 9% | 9 | ? | -15% | / | ?
C=CCNC(=O)c1cn2c(n1)CN(C(=O)c1ccccc1F)CC2 | i | 2% | 11 | 47%[activator] | i | / | 3%
CC(=O)c1ccc(NC(=O)C2CCC(CNS(=O)(=O)c3cccs3)CC2)cc1 (centres undefined) | / | 3% | 11 | -18% | / | / | /
CC(C)c1noc(C2CCCN(S(=O)(=O)c3ccc4c(c3)CCC4)CCC(=O)NCC2)n1 (centres undefined) | ? | 5% | 5 | -20% | i | 3% | -10%
Cc1ccc(CNC(=O)Cc2c(C)c3cc4c(C)coc4cc3oc2=O)cc1 | / | 11% | 4 | -18% | / | / | /
O=C1CCN(S(=O)(=O)c2ccccc2)CCCN(C(=O)CCCc2ccccc2)CCN1 | ? | 4% | 1 | -19% | i | -1% | i
O=C(CN1CCOC1=O)N1CCCC(c2ccccc2)(c2ccccc2)C1 | -2% | 5% | 17 | 5% | 5% | 11% | -25%
O=C(NCCCN1CCCC1)c1ccc(-c2ccc(N3CCCCC3)nc2)cc1 | ? | 0% | 20 | 21% | i | ? | ?
COCc1ccc(C(=O)N2CCc3[nH]nc(-c4ccccc4F)c3C2)s1 | ? | 7% | 1 | 12% | 1% | -20% | ?
O=C(C1CCCN1)N1CCN(Cc2ccc(=O)n(CC3CC3)c2)CC1 (centres undefined) | i | -7% | -8 | -11% | -19% | -4% | 1%
COc1ccc(OCC(=O)Nc2nnc(S(=O)(=O)N3CCCCCC3)s2)cc1 | / | 12% | 6 | -30% | / | / | /
O=C(c1ccc(F)c(F)c1)N1C[C@@H](CO)[C@H](c2ccccn2)C1 | 4% | -24% | 15 | 13% | 4% | 3% | -6%
COc1ccc(CCC(=O)N2CCn3c(nnc3[C@@H]3C[C@@H](O)CN3C(C)C)C2)cc1 | i | -3%[12.5 µM] | -12 | 32%[activator] | i | 7% | i
Clc1ccc(-c2cnc([C@@H]3COCCN3Cc3c[nH]c4ccccc34)[nH]2)s1 | 79µM* | ? | -5 | -26%[87.6 µM] | 0%[88.5 µM] | 5%[172 µM] | 71µM*
CN(C)C(=O)N1CCCC(C(=O)NCc2nc(C3CCCCC3)no2)C1 (centres undefined) | -12% | -19% | -13 | ? | 2% | -22% | ?
O=C(NCCc1ccc(Cl)cc1)C1CCN(C(=O)c2ccc(-c3cccs3)cc2)CC1 | ? | / | -12 | / | / | / | 45µM*
O=C1Nc2ccccc2CC12CCCN2Cc1ccccc1 (centres undefined) | ? | -9%[87.6 µM] | -2 | -16%[87.6 µM] | ? | / | ?
CCN(CC)CCNC(=O)c1c2c(nc3ccccc13)C(=O)N(C1CCCCC1)C2 | / | -5% | 14 | -20% | / | / | /
O=C(NCCc1ccccc1)C1CCCN1Cc1ccc(-c2cncnc2)cc1 (centres undefined) | ? | -12% | 2 | ? | i | / | ?
O=S(=O)(NCCc1csc2nc(-c3ccc(Cl)cc3)nn12)c1ccc(Oc2ccccc2)cc1 | / | 1% | -1 | 3% | / | / | /
CCCc1noc(-c2cn(C3CCN(C(=O)c4ccc(OC)nc4OC)CC3)nn2)n1 | -24% | 5% | 0 | ? | i | 1% | ?
COc1ccc(-c2coc3cc(O)ccc3c2=O)cc1 | / | -24% | / | ? | i | / | /
COC(=O)c1ccc(NC(=O)C2CCN(C(=O)c3ccc(F)cc3)CC2)cc1 | / | 14% | -5 | 24% | / | / | /
COCCCNC(=O)N1CCCOCCNC(=O)[C@@H]2CCC[C@@H]21 | -6% | 3% | 16 | ? | 3% | 4% | -1%
Fc1ccc(-n2ncc3c(Nc4ccc(Oc5ccccc5)cc4)ncnc32)cc1 | / | 1% | 9 | 38%[activator] | / | / | /
Cc1ccc2cccc(NC(=O)c3ccc(OC(C)C)cc3)c2n1 | / | 6% | -2 | 12% | / | / | /
Cc1cc(C)cc(OCC(=O)Nc2ccc(Cl)c(-c3nc4ncccc4o3)c2)c1 | / | ? | -3 | 14% | / | / | /
O=C(Cn1ccn2nc(-c3ccc(F)cc3)c(CO)c2c1=O)N1CCN(c2ccccc2F)CC1 | -21% | 2% | 8 | 7% | i | -8% | ?
COc1ccc(NC(=O)CNC(=O)Cn2ccc3ccccc3c2=O)c(OC)c1 | / | -3% | -10 | 47%[activator] | / | / | /
CCCc1noc(-c2cccn3c(CNC(=O)c4ccco4)nnc23)n1 | 1% | -13% | -3 | -5% | i | -5% | i
CCN1C(=O)C2(CCN(S(=O)(=O)c3ccc4c(c3)CCCC4)CC2)c2ccccc21 | 4% | 6% | 3 | -11% | -5% | -2% | -5%
CNC(=O)c1c[nH]c2cccnc12 | -44%[174 µM] | 3%[87.6 µM] | 8 | 106%[activator][87.6 µM] | i | / | -40%[230 µM]
O=C(NC1CCN(c2nccc(Nc3ccccc3F)n2)CC1)c1ccc(C(F)(F)F)cc1 | 35µM* | -7%[12.5 µM] | 1 | -4% | i | / | 25µM*
Cc1ccccc1C(=O)N1CCN(C(=O)c2nc3cccnc3n(CC(C)C)c2=O)CC1 | -8% | 0% | 5 | 4% | i | / | i
Cc1cc(C)c(NC(=O)c2c(C)oc3c2C2=NCCN2C=N3)c(C)c1 | / | -9% | 3 | 15% | / | / | /
OC[C@@H]1O[C@H](CNC2CCOCC2)[C@H](N2CCN(c3ccccn3)CC2)[C@@H]1O | i | 3% | 0 | 9% | -6% | -4% | i
COc1ccc(OC)c(CCNC(=O)c2c(C)oc3ncn(C)c(=O)c23)c1 | / | -15% | -6 | ? | / | / | /
Cc1ccc(-c2cc3c(=O)n(CCNC(=O)c4cc(Cl)ccc4F)ccn3n2)c(C)c1 | -2% | 2% | -2 | 32%[activator] | -4% | ? | ?
Cc1nc(CN2CCN(Cc3cc4n(n3)CCNC4)CC2)cs1 | i | -8% | -11 | -18% | i | 6% | 1%
CNc1nccnc1-c1cccc(CN2CCOCC2)c1 | 1% | -4% | 9 | 4% | i | -6% | 2%
c1ccc(CN2CCNc3cc(Nc4ccc(N5CCOCC5)cc4)ncc3C2)cc1 | ? | ? | 0 | 9%[87.6 µM] | ? | 2%[172 µM] | 89µM*
O=C(O)[C@H](Cn1ccc(=O)[nH]c1=O)NC1CCOCC1 | -15%[230 µM] | 3%[87.6 µM] | 13 | 2%[87.6 µM] | -7%[88.5 µM] | -7%[230 µM] | -9%[230 µM]
COC(=O)C1=C(C)N=C2SC=C(CC(=O)NCc3ccco3)N2C1c1ccccc1OC (centres undefined) | -6% | 9% | 10 | -13% | 4% | -4% | -14%
COc1ccc(CCNC(=O)CCCCn2c(=O)c3ccccc3n(Cc3ccccc3Cl)c2=O)cc1OC | / | 0% | 4 | -18% | / | / | /
O=c1c2c(n(CCOc3ccccc3)n1-c1ccccc1)CN(Cc1ccc3c(c1)CCO3)CC2 | ? | -8% | 19 | -33% | i | -3% | ?
Cc1nc(CNC(=O)CC2C(=O)NCCN2Cc2ccccn2)n[nH]1 (centres undefined) | ? | 6% | 18 | 0% | i[11.5 µM] | 6% | -25%
CC1C2=CC(=O)OC2(O)CC2C1C(O)CC1C(C)(CO)CCCC21C (centres undefined) | / | -1% | 5 | / | -6%[27.3 µM] | / | /
CCN(CCNC(=O)C1CCCCC(=O)N1)Cc1ccccc1 (centres undefined) | 0% | 10% | -6 | 17% | 4% | / | i
CCOC(=O)C1=C(CS(=O)(=O)c2ccc(Br)cc2)NC(=O)NC1c1ccccc1 (centres undefined) | / | -24% | -11 | ? | / | / | /

# Carrying on.
SMILES | 3T3 cytotox | HEK293 viab | IP6K1 inhibitor | SNCA expr inhib | GPT2 inhibitor | Luciferase inh | HEK cytotox
COc1ccc(C2=NS(=O)(=O)N(C)C(C(=O)Nc3cc(C)ccc3O)=C2)cc1OC | / | -20% | -9 | 6% | / | / | /
CN(C)c1ccc(C(=O)N2CCC3(CC2)NC(=O)N(c2ccccc2)N3)cc1 | ? | 2% | -12 | -5% | ? | 11% | ?
Cc1ccc(C)c(N2CCN(C(=O)c3cnn(C(C)(C)C)c3C3CCN(C(=O)OC(C)(C)C)CC3)CC2)c1 | / | 1% | 18 | -4% | / | / | /
COCCN(C)C[C@H]1C[C@H](CO)CN(C(=O)c2cc(C)c(C)s2)C1 | i | 1% | 6 | 8% | ? | 8% | i
CC(=O)N1CCCCC1c1nnc2n1CCNC2 (centres undefined) | -5%[138 µM] | -11%[87.6 µM] | 19 | 7%[87.6 µM] | -4%[88.5 µM] | / | i
CCc1ccc(NS(=O)(=O)c2ccc3[nH]cc(C(=O)NCCc4cccc(C)c4)c(=O)c3c2)cc1 | / | -4% | 7 | 1% | / | / | /
COC(=O)c1c(NC(=O)c2ccccc2C(=O)O)sc2c1CCCC2 | / | 7% | 30 | 30% | / | / | /

# Screening data deposited in PubChem by National Center for Advancing Translational Sciences (NCATS).
